NCI-60 one-dose screen, 48 h, at 10 µM unless noted. Numbers give growth in % (100 = growth as untreated, 0 = no growth, -100 = all killed).
SR = SR leukemia cells | AID 1794780 | actives 8.7% (n = 73,000)
K-562 = K-562 leukemia; actives 7.4% (n = 78,000); AID 1794777
MDA-MB-468 = MDA-MB-468 breast cancer; actives 8.5% (n = 78,000); AID 2202374
RPMI-8226 = RPMI-8226 leukemia cells | actives 7.5% (n = 77,000) | AID 1794781
HOP-62 = HOP-62 NSCLC. AID 1794735. actives 3.9% (n = 80,000)
CCRF-CEM = CCRF-CEM leukemia; actives 7% (n = 77,000)
MDA-MB-435 = MDA-MB-435 melanoma; actives 7.8% (n = 82,000); AID 1794794
MOLT-4 = MOLT-4 leukemia cells; actives 6.9% (n = 80,000)
Active calls of the source: *; x = not tested or not shown; & = joins results of further samples; ! = not active in a repeat. How the source made its calls: active means growth percent below 10; inactive means the rest.

Under each structure – SR | K-562 | MDA-MB-468 | RPMI-8226 | HOP-62 | CCRF-CEM | MDA-MB-435 | MOLT-4
1) O=C1COCCN1c1ccc(N2C(=O)C(Cl)C2c2cn(Cc3ccc(Cl)cc3)c3ccccc23)cc1 (centres undefined)
    98 | 99 | 114 | x | 77 | 89 | 106 | 102
2) CC1=C(c2cc(-c3ccc(N(C)C)cc3)on2)C(c2ccccc2)NC(=S)N1 (centres undefined)
    96 | 102 | 114 | 103 | 97 | 114 | 100 | 102
3) Nc1ncc(-c2ccc(Br)cc2)s1
    113 | 126 | 114 | 101 | 107 | 112 | 97 | 92
4) COc1cc(F)ccc1/C=C/C(=O)/C=C(/C=C/c1ccc(F)cc1OC)OB(F)F
    75 | 88 | 88 | 52 | 111 | 49 | 73 | 59
5) COc1cc2cc(Oc3ccc(NC(=O)Nc4ccc(Cl)c(C(F)(F)F)c4)cc3)c(C)nc2cc1OCCN1CCOCC1
    -2.0* | 9.9* | -14* | x | 28 | 10 | 16 | -4.1*
6) OCC1OCOC2C(CO)OCOC12 (centres undefined)
    99 | 110 | 116 | 101 | 123 | 118 | 113 | 108
7) Cc1ccc2c(c1C)C(=O)C(=O)N2
    x | x | 113 | 93 | 98 | 87 | 113 | 106
8) COc1cc(-c2ccc(NC(=O)CSC(N)=O)c(OC)c2)ccc1NC(=O)CSC(N)=O
    61 | 72 | 92 | 84 | 93 | 53 | 89 | 80
9) Cc1cc(C#Cc2ccccc2)ccc1-n1c(/C=C/c2ccc3ccccc3c2)nc2ccccc2c1=O
    89 | 83 | 67 | 62 | 103 | 94 | 96 | 54
10) Cc1ccc2c(n1)C(=O)C(Br)=C(c1ccccc1)C2=O
    19 | 19 | 95 | 67 | 58 | 18 | 84 | 30
11) COc1cc2ncnc(Nc3ccc(S(=O)(=O)Nc4nccs4)cc3)c2cc1OCCCN1CCN(c2ccccc2)CC1
    110 | 109 | 115 | 109 | 101 | 105 | 108 | 110
12) COc1ccc(/C=C/c2n[nH]c3ccc(N4CCOC4=O)cc23)cc1
    2.9* | x | -1.0* | -15* | -1.4* | -17* | 44 | 4.4*
13) O=c1[nH]cccc1O
    109 | 105 | x | 94 | 88 | 93 | 103 | 117
14) N#CC12C(=O)NC(=N)C1(C#N)C(c1ccccc1)OC1=C2CCCC1 (centres undefined)
    105 | 100 | 102 | 101 | 92 | 103 | 110 | 101
15) C=C1C(=O)O[C@H]2[C@H]1CC/C(COC(=O)N[C@@H](Cc1c[nH]c3ccccc13)C(=O)OC)=C\CC[C@@]1(C)O[C@@H]21
    3.2* | -1.7* | -16* | -14* | 69 | -12* | 49 | -13*

An excerpt of these results, screen by screen:
2. CC1=C(c2cc(-c3ccc(N(C)C)cc3)on2)C(c2ccccc2)NC(=S)N1 (centres undefined)
3. Nc1ncc(-c2ccc(Br)cc2)s1
4. COc1cc(F)ccc1/C=C/C(=O)/C=C(/C=C/c1ccc(F)cc1OC)OB(F)F
5. COc1cc2cc(Oc3ccc(NC(=O)Nc4ccc(Cl)c(C(F)(F)F)c4)cc3)c(C)nc2cc1OCCN1CCOCC1
6. OCC1OCOC2C(CO)OCOC12 (centres undefined)
screen / no.	2	3	4	5	6
SR	96	113	75	-2.0*	99
K-562	102	126	88	9.9*	110
MDA-MB-468	114	114	88	-14*	116
RPMI-8226	103	101	52	x	101
HOP-62	97	107	111	28	123
CCRF-CEM	114	112	49	10	118
MDA-MB-435	100	97	73	16	113
MOLT-4	102	92	59	-4.1*	108

Entries listed so far that contain a carbonyl joined to an NH by a bond outside any ring:
Under each structure – SR | K-562 | MDA-MB-468 | RPMI-8226 | HOP-62 | CCRF-CEM | MDA-MB-435 | MOLT-4
5) COc1cc2cc(Oc3ccc(NC(=O)Nc4ccc(Cl)c(C(F)(F)F)c4)cc3)c(C)nc2cc1OCCN1CCOCC1
    -2.0* | 9.9* | -14* | x | 28 | 10 | 16 | -4.1*
8) COc1cc(-c2ccc(NC(=O)CSC(N)=O)c(OC)c2)ccc1NC(=O)CSC(N)=O
    61 | 72 | 92 | 84 | 93 | 53 | 89 | 80
15) C=C1C(=O)O[C@H]2[C@H]1CC/C(COC(=O)N[C@@H](Cc1c[nH]c3ccccc13)C(=O)OC)=C\CC[C@@]1(C)O[C@@H]21
    3.2* | -1.7* | -16* | -14* | 69 | -12* | 49 | -13*

The list goes on:
Under each structure – SR | K-562 | MDA-MB-468 | RPMI-8226 | HOP-62 | CCRF-CEM | MDA-MB-435 | MOLT-4
16) O=C(OCc1ccc2cccc(O)c2n1)c1cc2cc(F)ccc2[nH]1
    116 | 106 | 87 | 103 | 85 | 97 | 101 | 110
17) O=C(N/N=C1\CC[C@H]2[C@@H](COC(c3ccccc3)(c3ccccc3)c3ccccc3)C[C@@H](COC(c3ccccc3)(c3ccccc3)c3ccccc3)[C@@H]12)c1ccncc1
    75 | 77 | 96 | 76 | 81 | 92 | 104 | 62
18) O=C(Nc1ccc(F)c(Cl)c1)c1n[nH]c(=O)c2ccccc12
    x | 100 | x | 119 | 102 | 105 | 93 | 97
19) CC(CC(C#N)(c1ccccc1)c1ccccc1)OS(C)(=O)=O (centres undefined)
    107 | 97 | 104 | 95 | 84 | 76 | 103 | 104
20) Cc1cccc2c(=O)c3c(sc12)c(NCCN)nc1ccccc13
    -28* | -45* | -57* | -38* | -65* | -34* | -94* | -59*
21) CC1NC(=S)NC(c2cccs2)=C1C(=O)/C=C/N(C)C (centres undefined)
    106 | 89 | 96 | 81 | 60 | 91 | 105 | 95
22) C[n+]1ccccc1C(=O)NCc1ccc(Cl)cc1Cl
    104 | 102 | 94 | 103 | 95 | 93 | 112 | 99
23) COc1ccc(NCc2cn(-c3ccc(C(=O)O)cc3)nc2-c2ccc(F)cc2)cc1
    100 | 87 | 111 | 98 | 103 | 106 | 99 | 91
24) CN(C)c1nc(N)c(N=O)c(N)n1
    x | 103 | 114 | 110 | 107 | 112 | 110 | 105
25) O=C1NC(=O)c2cc(C(F)(F)F)ccc21
    95 | 97 | x | 110 | 104 | 103 | 102 | 92
26) Cc1cc2c(cc1C)NC(=O)CC(=O)N2
    x | 105 | 111 | 98 | 112 | 99 | 116 | 115
27) O=C(CN1C(=O)c2ccccc2C1=O)c1ccc(Br)cc1
    75 | 101 | 111 | 84 | 100 | 89 | 122 | 90
28) COc1cc(OC)cc(C(=O)Cl)c1
    101 | 100 | x | 105 | 98 | 68 | 104 | 101
29) Cc1cc(O)c(C(C)C)cc1N=C1C=CC(=O)C=C1
    x | 89 | 111 | 99 | 86 | 92 | 119 | 94
30) Nc1ccccc1SC(CC(=O)c1ccccc1)c1cccc([N+](=O)[O-])c1 (centres undefined)
    2.4*! | 7.1*! | 78&86 | -4.4* | 95&95 | 35&53 | 86&102 | 55&88
31) CC[C@H](Nc1nc(N)nc(C)c1C#N)c1nc2cccc(N3CCC(CC(=O)NO)CC3)c2c(=O)n1-c1ccccc1
    88 | 110 | 57 | 102 | 95 | 66 | 92 | 96
32) CSc1ccccc1NC(=O)c1ccc2nn(/C(C#N)=C/c3ccccn3)nc2c1
    1.1* | -10* | -84* | -42* | 0.6* | -35* | -18* | -22*
33) Cc1cc(C)c(C(=O)c2ccc([N+](=O)[O-])cc2)c(C)c1
    x | x | 72 | 89 | 126 | x | 130 | x
34) COc1cc(C2CC(c3cc(OC)c(OC)c(OC)c3)=NN2C=O)ccc1Oc1nc2c(c(=O)n(C)c(=O)n2C)n1C (centres undefined)
    93 | 108 | 91 | 95 | 105 | 95 | 98 | 91
35) Cc1ccc(/C=C/c2cn(-c3ccccc3)nc2-c2cccc(C#N)c2)cc1
    72 | 89 | 94 | 87 | 107 | 81 | 92 | 88
36) Cc1nc2c3c(ncn2n1)Oc1c(c(=O)[nH]c2ccc(Cl)cc12)C3c1ccc(Cl)cc1 (centres undefined)
    83 | 79 | 92 | 51 | 85 | 76 | 93 | 76
37) COc1cc(CNC(=O)c2ccsc2Nc2ccnc(C(F)(F)F)c2)ccc1O
    x | 97 | 96 | 91 | 126 | 84 | 101 | 85
38) O=C(CSc1nnc(-c2c[nH]c3ccccc23)n1-c1ccccc1)c1ccc(Cl)cc1
    92 | 69 | 46 | 83 | 47 | 93 | 79 | 104
39) COc1ccc2cc(C(C)NC(=O)Nc3ccc(S(=O)(=O)Nc4nccs4)cc3)ccc2c1 (centres undefined)
    93 | 90 | 112 | 110 | 77 | x | 95 | 94
40) CCC/C=N/Nc1nc(C)cc(=O)[nH]1
    97 | x | 114 | 108 | 102 | 98 | 109 | 99
41) CN(C)CCCNC(=O)OCc1ccc2c(Cl)cc(Cl)c(O)c2n1
    104 | 91 | 105 | 91 | 101 | 99 | 97 | 100
42) CC(C)C1=CC2=CC[C@@H]3C(C)(C)C(=O)[C@@H](O)C[C@@]3(C)[C@@H]2CC1
    87 | 94 | 106 | 97 | 99 | 99 | 101 | 94
43) Cc1ccc(C2CC(c3ccc(Nc4nc(NCCO)nc(Nc5ccc(Cl)cc5)n4)cc3)=NN2c2cc(Cl)cc(Cl)c2)cc1 (centres undefined)
    107 | 100 | 102 | 101 | 83 | 97 | 99 | 94
44) CN1CCN(c2ccc3nc(/N=C/c4ccc5sc(-c6ccc(F)cc6)nc5c4)sc3c2)CC1
    117 | 97 | 93 | 101 | 105 | 102 | 101 | 110
45) O=C(O)C1CCC(C(=O)O)SS1 (centres undefined)
    104 | 98 | 109 | 97 | x | 101 | 113 | 106

Profiles from above:
Shown for COc1ccc2cc(C(C)NC(=O)Nc3ccc(S(=O)(=O)Nc4nccs4)cc3)ccc2c1 (centres undefined) : SR = 93; K-562 = 90; MDA-MB-468 = 112; RPMI-8226 = 110; HOP-62 = 77; CCRF-CEM = x; MDA-MB-435 = 95; MOLT-4 = 94
Shown for CC(C)C1=CC2=CC[C@@H]3C(C)(C)C(=O)[C@@H](O)C[C@@]3(C)[C@@H]2CC1 : SR = 87; K-562 = 94; MDA-MB-468 = 106; RPMI-8226 = 97; HOP-62 = 99; CCRF-CEM = 99; MDA-MB-435 = 101; MOLT-4 = 94

Remaining list, next part
Under each structure – SR | K-562 | MDA-MB-468 | RPMI-8226 | HOP-62 | CCRF-CEM | MDA-MB-435 | MOLT-4
46) CCNc1ncnc2c1cnn2C1CCCO1 (centres undefined)
    94 | x | 102 | 99 | 99 | 88 | 103 | 92
47) CC(=O)NC1=CN2CC=CCC2CC1=O (centres undefined)
    104 | 94 | 105 | 102 | 73 | 91 | 100 | 99
48) CCOC(=O)c1cn2c3c(cc(C)cc3c1=O)C(=O)/C(=C/c1ccc(F)cc1)C2
    x | 80 | 93 | 93 | 84 | 102 | 108 | 81
49) COc1ccc(/C=C/c2c(C(=O)/C=C/c3ccc(Cl)cc3)c(C)nc3ccccc23)cc1
    x | 9.3* | 35 | -29* | 23 | 5.3* | 2.0* | 4.0*
50) N#Cc1cnc2ccc(-c3cnc4[nH]ncc4c3)cc2c1N1CCc2cc(F)c(Cl)cc21
    8.4* | 17 | -20* | -1.8* | 4.0* | x | -10* | 4.0*
51) CC(=N/O)/C(C)=C/c1ccccc1
    96 | 93 | 110 | 110 | 83 | 85 | 103 | 88
52) FC(F)(F)c1cc(Nc2cccc(Oc3ccc(NC4=NCCN4)nc3)c2)ccc1Cl
    -28* | -19* | -38* | -38* | -48* | 15 | -40* | 9.2*
53) O=C(CSc1nccc(Nc2ccc(N3CCOCC3)cc2)n1)c1ccc(Cl)cc1
    94 | 90 | 81 | 90 | 63 | 87 | 98 | 95
54) C=C1C(=O)O[C@H]2[C@H]1CC/C(C(=O)Nc1ccc(OC)c(C(N)=O)c1O)=C\CC[C@@]1(C)O[C@@H]21
    22 | 23 | 20 | 71 | 85 | 3.6* | 61 | 14
55) O=C1Nc2ccccc2/C1=C/C(=O)c1cc2ccccc2oc1=O
    57 | 14 | 54 | 96 | 101 | 55 | 110 | 41
56) CCCNC(=O)Oc1ccc(/C(=C(/C)Cc2ccc(OC)cc2)c2ccc(OCCCN(C)C)cc2)cc1
    8.5* | 15 | 74 | 77 | 101 | 56 | 80 | 33
57) O=C(Nc1ccccc1)c1cc2ccccc2cc1O
    x | 86 | 100 | 51 | 96 | 110 | 90 | 114
58) Cc1ccc(C)c(O)c1C
    100 | 115 | 104 | 100 | 104 | 102 | 96 | 109
59) N#CC1C(=O)NC(=S)NC1c1ccccc1 (centres undefined)
    99 | 106 | 105 | 102 | 107 | 102 | 101 | 104

Screens (PubChem BioAssay)
